# bIAP inhibitor – blocks bovine intestinal alkaline phosphatase activity | purified bovine IAP, CDP-star luminescence, 30 min | inhibition, % at 20 µM | 190,000 tested, under 10 active;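 active = over 50% inhibition of intestinal alkaline phosphatase at 20 µM in the single-dose screen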
#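 System: Purified bovine intestinal alkaline phosphatase (IAP) enzyme | Input: IAP diluted 1/65,000,000 in the well | Also added: CDP-star chemiluminescent phosphatase substrate, 30 µM final | Dosing: 20 µM single dose | Times: Enzyme reaction for 30 min at room temperature | Detection: Luminescence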
# Efa HMGR inh – inhibitors of class II HMG-CoA reductase from Enterococcus faecalis | inhibition, % at 10 µM | purified E. faecalis HMGR, NADPH absorbance 340 nm kinetic | 0.41% of 190,000 active;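 active = inhibition above a set limit, the median over all tested compounds plus 3 SD, cut at about 9.5% in these data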;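 note: enzyme runs in reverse so mevalonate oxidation gives rising NADPH absorbance; 0% = complete reaction with DMSO and 100% = background rate lacking mevalonate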
# Lmaj promast – reduces viability of Leishmania major promastigotes. resazurin fluorescence viability. inhibition, % at 10 µM. 9% of 200,000 active. AID 1063; in the data active = inhibition above about 50%;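 note: promastigotes grown with compound for 44 hours at 28 °C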
# DTT redox prof – compounds producing H2O2 with reducing agent – biochemical, NIH compound library profiling, artefact control for MLSCN library redox annotation, primary screen | 0.03% of 200,000 active | DTT-dependent redox cycling H2O2, phenol red/HRP absorbance; 100% = 100 µM peroxide control, 0% = buffer | activation, % at 10 µM | AID 878;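 active = activation of at least 50% relative to the plate's high and low controls in the primary single-dose screen; inactive = activation below 50%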;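 note: compound incubated with DTT at 0.8 mM final as the reducing agent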
# PPARg SRC-1 ag – promotes SRC-1 coactivator recruitment by human PPARgamma | P37231 | PPARgamma-SRC-1 coactivator recruitment biochemical assay | activation, % at 8 µM | 0.41% of 200,000 active | AID 631; in the data active = activation above about 19%;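 note: 0% = DMSO and 100% = reference agonist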
# Target sequence (P37231 whole entry, looked up): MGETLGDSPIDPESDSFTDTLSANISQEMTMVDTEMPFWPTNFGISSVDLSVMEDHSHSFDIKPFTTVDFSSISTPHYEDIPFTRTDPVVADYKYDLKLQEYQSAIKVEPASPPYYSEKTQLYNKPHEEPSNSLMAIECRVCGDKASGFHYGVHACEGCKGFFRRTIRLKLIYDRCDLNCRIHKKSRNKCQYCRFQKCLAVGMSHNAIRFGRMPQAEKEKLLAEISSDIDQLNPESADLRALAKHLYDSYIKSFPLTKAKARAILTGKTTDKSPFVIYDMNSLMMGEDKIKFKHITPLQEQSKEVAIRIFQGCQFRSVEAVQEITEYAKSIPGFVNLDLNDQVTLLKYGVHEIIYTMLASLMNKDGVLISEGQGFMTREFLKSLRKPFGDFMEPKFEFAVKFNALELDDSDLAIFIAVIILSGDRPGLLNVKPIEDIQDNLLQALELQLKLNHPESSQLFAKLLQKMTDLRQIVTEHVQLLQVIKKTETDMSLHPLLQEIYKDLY
# RAM network inh – blocks the yeast RAM network. S. cerevisiae dse1pr::URA3 reporter, 5-FOA growth OD615, 2 d; analog-sensitive cbk1-as2 kinase mutant strain. inhibition, % at 50 µM. 1.8% of 190,000 active. AID 868;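 active = inhibition above a set limit, 3 SD over mean compound inhibition, cut at about 8.4% in these data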;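 note: 0% = DMSO-only wells with no growth and 100% = 10 µM 1-NA-PP1 full growth; inhibition rescues growth on 5-FOA so higher OD means more RAM inhibition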
# PPARg SRC3 recr – promotes SRC-3 coactivator recruitment by human PPARgamma. P37231. biochemical PPARgamma/SRC-3 coactivator recruitment assay. activation, % at 8 µM. 0.26% of 200,000 active. AID 731; in the data active = activation above about 23%;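 note: 0% = DMSO and 100% = reference agonist; some compounds past the cut are filed as inactive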
# ROMK primary – modulates human ROMK potassium channel activity; P48048; Tet-inducible ROMK, thallium flux fluorescence; actives lie on both sides; B-score at 10 µM; 2% of 130,000 active;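 active = signal ratio slope over the read window, or its plate-corrected B-score, at least 3 SD from the plate mean, either direction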;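 note: B-score of the F/F0 ratio slope over 7 to 12 s after thallium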
# TR-FRET SRC-2 ct – TR-FRET artefact, counter-screen to PPARgamma/SRC-2 agonist assay; active compounds read high; 0.4% of 200,000 active; TR-FRET ratio at 8 µM; AID 1049; in the data active = TR-FRET ratio above about 2000; note: inactives centre near 1500; reference of the scale not given here
# PPARg SRC2 recr – PPARgamma-driven SRC-2 recruitment agonism; P37231; PPARgamma LBD-SRC-2 recruitment, biochemical; activation, % at 8 µM; 0.34% of 200,000 active; in the data active = activation above about 22%;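 note: 0% = vehicle and 100% = reference agonist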
# S1P3 antagonist – S1P3 (human) receptor antagonism; 0.27% of 170,000 active; Q99500; AID 485; CHO S1P3 NFAT-BLA reporter, FRET fluorescence, antagonist mode; inhibition, % at 4.98 µM;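 active = inhibition above the plate cutoff, the mean inhibition of test wells on that plate plus 3 SD, cut at about 28% in these data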;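 note: cells challenged with S1P at its EC80 of 0.8 µM; blue over green emission ratio from cleaved BLA substrate after 4 h stimulation; 0% = S1P-stimulated wells and 100% = unstimulated DMSO-only wells; some compounds past the cut are filed as inactive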
# Target sequence (Q99500 whole entry, looked up): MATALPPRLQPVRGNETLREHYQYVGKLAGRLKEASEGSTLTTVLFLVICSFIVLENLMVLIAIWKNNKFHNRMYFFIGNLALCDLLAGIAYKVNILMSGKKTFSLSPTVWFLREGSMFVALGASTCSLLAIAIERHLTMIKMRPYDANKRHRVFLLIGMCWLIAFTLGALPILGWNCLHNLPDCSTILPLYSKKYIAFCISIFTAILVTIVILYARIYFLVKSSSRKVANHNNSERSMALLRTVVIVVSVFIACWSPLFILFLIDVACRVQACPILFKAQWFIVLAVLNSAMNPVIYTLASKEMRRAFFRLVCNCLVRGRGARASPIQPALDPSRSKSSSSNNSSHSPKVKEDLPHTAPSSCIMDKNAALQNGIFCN
# Starred values were filed as active, the others as inactive; x = not tested or not shown.
SMILES,bIAP inhibitor,Efa HMGR inh,Lmaj promast,DTT redox prof,PPARg SRC-1 ag,RAM network inh,PPARg SRC3 recr,ROMK primary,TR-FRET SRC-2 ct,PPARg SRC2 recr,S1P3 antagonist
CC1CCN(c2c(NCc3ccc(C(=O)NCCc4ccc(Cl)cc4)cc3)c(=O)c2=O)CC1,1,-2,-2,0.0,6,1.5,2,0.36,1557,5,-9
Cn1cc(CN2CCN(c3ccc(Cl)cn3)CC2)c(-c2ccccc2F)n1,0,0,1,-0.7,-1,0.0,-1,-0.03,1465,6,-5
Cc1ccccc1OCC(=O)Nc1nc2ccccc2[nH]1,0,-1,29,0.0,-6,0.5,-6,0.84,1602,-7,5
COC(=O)c1ccccc1NC(=O)CNC(=O)c1ccc(OC)cc1,5,-4,-2,-0.3,-3,1.1,0,-0.38,1473,-3,-2
Cc1nn(C)c(Oc2ccccc2)c1CCNS(=O)(=O)c1ccc(F)cc1,7,-7,98*,1.6,4,0.3,6,x,1612,10,x
N#C/C(=C/c1cn(-c2ccccc2)nc1-c1cccc(S(=O)(=O)N2CCCC2)c1)C(=O)NCc1ccco1,1,1,5,0.0,0,2.5,-3,0.034,1636,3,-3
CC(=O)N1CCCN(Cc2nc(C3(c4ccc(C)cc4)CCCC3)no2)CC1,-8,-1,6,0.9,0,0.9,0,-0.69,1446,-8,6
COc1ccccc1NC(=O)C1=C(C)Nc2nc(CCCO)nn2C1c1ccc2c(c1)OCO2 (stereo not drawn),1,-4,6,0.7,-2,0.4,0,0.48,1688,13,-33
COC(=O)NC1CCS(=O)(=O)C1 (stereo not drawn),6,-5,-4,1.0,-3,-0.9,0,x,1621,2,0
COc1ccc(-c2[nH]ncc2CN(C)C(C)c2ccon2)cc1F (stereo not drawn),-1,-3,-2,-0.5,3,1.7,-1,0.35,1632,1,-5
Cc1cccc(-c2nnn(Cc3nnc(NC(=O)c4ccccc4)s3)n2)c1,10,6,-11,1.9,4,3.6,2,x,1587,2,x
CCOc1ccccc1C1C(C#N)=C(SCC(=O)OC)NC(=O)C1C(=O)OC (stereo not drawn),9,-2,-7,0.3,-3,0.4,2,0.061,1512,1,0
O=C(CN1CCN(S(=O)(=O)c2ccccc2[N+](=O)[O-])CC1)NC(=O)NCc1ccco1,-5,-5,6,-0.6,3,2.5,-2,-0.4,1715,-1,-7
Cc1ccc(C)c(-n2c(-c3csc(C)c3C)n[nH]c2=S)c1,-35,1,-5,-0.3,3,2.5,-1,0.99,1498,1,1
Cc1cc(OCc2cccc(Cl)c2)c(C)cc1CN1CCOCC1,-7,-5,81*,-0.5,3,-0.2,4,-1.2,1637,2,7
COc1ccc(C(C(=O)NC2CCCCC2)N(CC2CCCO2)C(=O)CNC(=O)c2ccco2)cc1 (stereo not drawn),-3,4,2,1.2,5,1.1,-6,x,1679,-3,-46
CC1(C(=O)NC2CCCCC2)CCC(=O)N1Cc1cccnc1 (stereo not drawn),22,-1,-10,-0.7,3,0.8,4,x,1495,7,-28
CC(=O)/C=C(\C)Nc1c(C)n(C)n(-c2ccccc2)c1=O,8,0,-3,-0.4,4,-1.0,-6,1.8*,1395,4,-6
COCc1nnc(NC(=O)CCC2CCCCC2)s1,2,1,1,-0.9,0,1.8,8,x,1352,5,6
O=C(Oc1nsnc1N1CCOCC1)N1CCCCC1,x,x,15,1.8,-2,x,2,x,1228,-4,20
Cc1ccc(S(=O)(=O)NCCc2ccncc2)cc1,12,-3,-4,3.7,3,1.4,3,x,1375,-3,-19
COc1ccc(-c2[nH]ncc2CN(C)Cc2c(C)n[nH]c2C)c(OC)c1,-61,4,1,-1.6,-3,0.2,0,1.3*,1502,-4,-3
CC1=Nn2c(nnc2-c2cccs2)SC1,11,1,0,0.3,2,0.5,-6,-0.01,1551,4,x
COc1ccc(-c2cn(-c3ccc(C)cc3)c(=O)n2CC(=O)Nc2ccc(OC)cc2OC)cc1,2,-3,18,0.1,1,6.2,-5,1.1,1434,13,x
O=C(COC(=O)c1ccc(S(=O)(=O)N2CCCC2)cc1)Nc1cccnc1Cl,-18,1,20,-0.7,7,0.0,0,0.045,1729,3,0

# The list goes on:
SMILES,bIAP inhibitor,Efa HMGR inh,Lmaj promast,DTT redox prof,PPARg SRC-1 ag,RAM network inh,PPARg SRC3 recr,ROMK primary,TR-FRET SRC-2 ct,PPARg SRC2 recr,S1P3 antagonist
COc1cc2[nH]c(=S)nc(NCc3cccs3)c2cc1OC,2,0,11,-0.3,3,0.0,0,x,1388,-2,5
CCOc1ccc(Oc2ccc(C(F)(F)F)cc2N)cc1,2,1,51*,0.0,3,0.4,2,0.38,1468,-2,-1
CC1CCC/C(=N\NC(=O)Nc2ccccc2)C1 (stereo not drawn),-5,-1,-2,0.3,-5,-0.5,3,x,1453,-4,-9
COc1ccc(NC(=O)C(NC(=O)Cc2cccs2)c2ccccc2)cc1 (stereo not drawn),-17,-3,9,0.2,-3,4.0,-4,x,1658,-6,-9
CC(=O)Nc1ccc(OC(=O)c2cc3cc(Br)ccc3oc2=O)cc1,16,-3,-8,0.5,-6,1.8,2,x,1524,-2,-13
CC1Cc2ccccc2N1C(=O)CSc1nnc2sc3ccccc3n12 (stereo not drawn),-8,-3,4,0.0,-1,1.9,1,0.07,1515,4,-13
COCCNC(=O)c1ccc(NC(=O)C2(c3ccccc3)CCCC2)cc1,7,-3,6,-0.1,-1,2.5,-4,0.02,1390,-5,1
CC1=CC(c2ccccc2)NC(=S)N1 (stereo not drawn),-4,-1,-1,-0.2,4,2.8,9,0.25,1638,12,-15
O=C(COC(=O)CNC(=O)c1ccco1)Nc1ccc(F)cc1,9,-6,-2,0.0,4,-0.3,-3,-0.82,1542,0,-1
COc1cccc(-c2ccc(C#N)c(OC(=O)c3ccc(Cl)cc3)n2)c1,10,-1,-6,-0.1,5,0.1,5,0.39,1518,10,x
CCOC(=O)c1c(NC(=O)CN2C(=O)c3ccccc3C2=O)sc(Cc2ccc3c(c2)OCO3)c1C,15,-2,-5,0.9,2,3.2,-2,0.014,1483,7,-9
COc1cccc(CC2CC(=O)N(c3ccc4c(C)cc(=O)oc4c3)C2=O)c1 (stereo not drawn),-2,-2,-8,-0.5,-9,0.2,1,0.26,1534,-8,8
O=C(Nc1ccc(Cl)cc1)Nc1nnc(Cc2ccc([N+](=O)[O-])cc2)s1,8,0,-6,3.4,-2,4.9,1,x,1470,-10,2
Cc1oc(-c2cccs2)nc1CN1CCN(C2CCCC2)C(CCO)C1 (stereo not drawn),5,-7,20,-0.6,5,-0.9,-1,-0.5,1585,-12,-4
COc1ccc(S(=O)(=O)NC(CC(=O)NCc2ccccc2OC)c2ccco2)cc1 (stereo not drawn),7,-5,-6,1.7,0,5.2,-11,0.88,1533,3,-5
C/C(=N\NC(=O)CSc1nc2ccccc2c(=O)n1-c1ccccc1C)c1cccs1,11,-5,91*,0.5,0,3.8,-1,0.11,1568,-4,4
Nc1cc(S(=O)(=O)N2CCOCC2)ccc1Oc1ccc(F)cc1,-5,-9,4,-2.7,7,-0.2,1,-1.1,1848,3,22
Cc1c(C#N)c2ccccc2n1CC(=O)NCc1cccnc1,11,2,2,-0.4,0,0.9,7,x,1485,-2,-22
Cn1cccc1/C=C1\SC(=O)N(CC(=O)Nc2ccc(F)cc2)C1=O,3,-7,0,-0.9,5,2.1,-3,-0.041,1649,2,-7
COc1ccc(S(=O)(=O)N(C)CC(=O)Nc2ccccc2OC)cc1,23,-2,-5,0.2,0,0.4,5,0.22,1469,1,x
O=C1C=C(NCc2ccc(Cl)cc2)CC(c2ccco2)C1 (stereo not drawn),12,-1,-1,2.8,-3,1.2,-6,0.91,1291,-3,-9
Cc1noc(NC(=O)c2ccc(Cl)cc2)c1Cl,5,5,-6,-1.3,5,2.6,6,-0.056,1535,11,-18
CC(C)CNC(=O)CN1C(=O)NC(Cc2c[nH]c3ccccc23)C1=O (stereo not drawn),0,-1,-4,-0.3,2,4.3,4,-0.021,1545,0,1
C/C(N)=C(/C#N)C(=O)CSc1cc(C)c2cc(C)cc(C)c2n1,4,-5,18,0.1,-4,8.3,3,0.094,1480,-3,-20
COCCSc1nnc(NC(=O)C2CCCO2)s1 (stereo not drawn),3,-2,-4,0.7,-1,3.2,-4,0.57,1429,1,-27

# Entries above that bear a hit mark in ROMK primary:
Compound	bIAP inhibitor	Efa HMGR inh	DTT redox prof	PPARg SRC-1 ag	RAM network inh	PPARg SRC3 recr	ROMK primary	PPARg SRC2 recr	S1P3 antagonist
CC(=O)/C=C(\C)Nc1c(C)n(C)n(-c2ccccc2)c1=O	8	0	-0.4	4	-1.0	-6	1.8*	4	-6
COc1ccc(-c2[nH]ncc2CN(C)Cc2c(C)n[nH]c2C)c(OC)c1	-61	4	-1.6	-3	0.2	0	1.3*	-4	-3

# Other results follow.
SMILES,bIAP inhibitor,Efa HMGR inh,Lmaj promast,DTT redox prof,PPARg SRC-1 ag,RAM network inh,PPARg SRC3 recr,ROMK primary,TR-FRET SRC-2 ct,PPARg SRC2 recr,S1P3 antagonist
CCC(C)NC(=O)COC(=O)Cc1sc(N)nc1-c1ccc(C)cc1 (stereo not drawn),6,-2,-3,-0.3,7,1.3,4,-0.06,1722,9,11
CN(C)/C=C1\C(=O)NN=C1c1ccccc1,-4,-4,-5,-0.5,5,1.4,9,0.3,1768,10,-23
CN1CC2=Cc3ccccc3OC23Oc2ccccc2C=C3C1,3,4,12,1.9,-1,0.8,-10,x,1320,0,23
CNC(=O)c1ccc(OCc2ccccc2)c(OC)c1,12,-2,-1,1.1,1,0.6,-14,0.44,1542,-7,-4
CSc1nnc(-c2ccccc2Cl)o1,5,-1,-1,0.1,9,0.0,0,-0.18,1615,11,x
O=C(Nc1cccc(Br)c1)c1ccc2nc(N3C(=O)CCC3=O)sc2c1,5,-22,-3,1.7,5,2.3,10,0.49,1693,10,x
Cc1ccc(C)c(NC(=O)CN(C)C(=O)[C@@H](NC(N)=O)C(C)C)c1,12,-4,-2,0.9,10,2.8,-5,0.48,1536,-6,1
CCOC(=O)N1CCN(C(=O)COc2ccc(S(=O)(=O)NCC(C)C)cc2C)CC1,-13,-1,-2,0.2,4,0.1,9,0.04,1688,10,x
N/C(=N\OC(=O)C12CC3CC(CC(C3)C1)C2)c1ccccn1,9,-2,6,0.1,-3,-1.5,3,-0.23,1585,-2,-8
Cc1cccc(NC(=O)CSc2nc3[nH]ncc3c(=O)[nH]2)c1C,-7,4,-5,-0.1,-7,11*,2,-0.031,1741,-1,-9
O=[N+]([O-])c1ccc(N2CCNCC2)cc1Sc1nc2ccccc2[nH]1,11,-2,0,0.2,-5,0.8,-2,x,1358,0,15
Cc1cc(CNC(=O)Cn2nc(C)c([N+](=O)[O-])c2C)c2ccccc2n1,2,1,-6,-0.1,6,0.9,2,2.4,1467,5,-9
Nc1cnn(C2OC(CO)C(O)C2O)c(=O)n1 (stereo not drawn),-2,2,-3,-0.1,2,-0.1,1,1,1656,3,-7
O=C(NC1CC2CCCC(C1)N2C(=O)N1CCCCC1)C1CCCCC1 (stereo not drawn),-9,2,-6,1.4,4,1.3,0,x,1511,4,-13
